Cneo AK release: Cryptococcus neoformans cell lysis inducers, primary screen, AK release luminescence, single concentration. AID 651654, 2012. C. neoformans lysis, adenylate kinase release luminescence, 4 h; normalised: neutral wells 0, clomiphene wells 100. 360,000 tested, 0.2% active. lysis activity, % at 15 µM;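 active = mean lysis activity across replicates of at least 80%, whatever share of replicates individually reach that level; inactive = mean lysis activity below 80%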
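Assay system: Cryptococcus neoformans yeast cells / Dosing: single-point compound dose / Timing: 4 h at 37 °C static, read 1 h later / Measured by: luminescence of released adenylate kinase using an AK detection reagent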
FN deposit inh: inhibitors of fibronectin matrix deposition, primary screen, AH1F cells, Alexa488-fibronectin fluorescence, plate reader | AH1F fibroblasts, overnight | inhibition, % at 12.6 µM | 350,000 tested, 0.086% active;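 active = mean inhibition across replicates of 30% or more, regardless of how many single replicates reach that level; inconclusive = mean under 30% yet at least half of replicates reach 30%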;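 also: positive control wells lacked labelled fibronectin entirely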
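Material – AH1F fibroblast monolayer, labelled fibronectin deposition · Reagent – labelled fibronectin 24 nM · Timing – 1 h adhesion, overnight exposure · Measured by – fluorescence at 485 nm excitation, 525 nm emission · Read-out – inhibition of fibronectin deposition signal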
miR-122 sensor: miR-122 Renilla sensor signal increase in Huh7, primary screen, miR-122 inhibitor project, cell-based, single point, plate reader; Huh7 miR-122 Renilla luciferase sensor, 48 h; neutral wells = 0, positive control = 100; activation (reporter increase), % at 12.5 µM; 340,000 tested, 0.3% active;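 active = mean replicate activation score at least 90 and every replicate individually at or above 90; inconclusive = only one of the two criteria met; inactive = neither criterion met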;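 also: higher luciferase means less miR-122 activity so hits act as miR-122 inhibitors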
PGC1a acetyl inh: inhibitors of PGC1a acetylation signal, primary screen, cell-based, U2OS, AlphaScreen, inhibitor mode | AlphaScreen anti-acetyl-lysine; with virally co-expressed GCN5 acetyltransferase | inhibition, % at 15.6 µM | 350,000 tested, 0.17% active | AID 651687, 2012;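 active = every replicate shows inhibition of at least 40%; inconclusive = mean inhibition at least 40% but some replicate below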;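 also: 0% = neutral control wells and 100% = positive control wells; some results beyond the cut were filed as inactive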
GSIS activator: GLuc luminescence reporter in INS-1E cells, primary screen for activators of glucose-dependent secretion of insulin; activation, % at 16.6 µM; AID 743287, 2014; INS-1E GLuc reporter insulin secretion, 2-3 h; 370,000 tested, 0.61% active;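 active = lowest replicate activation of at least 40%, so every replicate reaches that level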;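 also: 0% = median of neutral control wells and 100% = median of IBMX positive control wells; some compounds called inactive have numbers as strong as hits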
PglD inh: C. jejuni PglD acetyltransferase inhibitors, primary screen, biochemical, DTNB colorimetric, single point | UDP-N-acetylbacillosamine N-acetyltransferase PglD (Campylobacter jejuni) | purified PglD enzyme, DTNB colorimetric CoA detection | inhibition, % at 12.5 µM | 360,000 tested, 0.098% active; in the data active = inhibition above about 16%, passing the limit was not always enough; inconclusive = no clear call, values can overlap the other calls; also: strong numbers were not always called active
F508del corr: F508del CFTR correction, initial screen, CFBE line, single point; CFBE cells, YFP halide quenching; stimulated with forskolin plus potentiator P3; % fluorescence drop versus neutral controls; activity (quench increase), % at 7.58 µM; 350,000 tested, 0.36% active;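 active = mean added fluorescence quench of at least 8% versus neutral control, with both replicates also reaching 8%; inconclusive = only one of the mean or replicate conditions met; inactive = mean below 8% and not both replicates reaching 8%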;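 also: cells transiently co-express mutant CFTR-F508del with the halide-sensitive YFP; corrector assay measuring rescue of mutant channel to the surface after 24 h compound exposure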
Statin myotox sup: suppressors of statin myotoxicity in C2C12 myotubes, primary screen, cell-based, single point, plate reader | C2C12 myotubes + simvastatin, ATP luminescence, 48 h; scaled: DMSO 0, geranylgeraniol control 100 | rescue of ATP level, % at 7.49 µM | 330,000 tested, 0.78% active;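 active = mean ATP rescue above about 67%, or every replicate alone reaching that limit, limit read from the data, passing the limit was not always enough; inconclusive = no clear call, values can overlap the other calls; inactive = mean under the limit and some replicate under it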;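 also: myotubes were challenged with 10 µM simvastatin during compound exposure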
Numbers without * were called inactive; ? = inconclusive; . = no result given; [ ] = dose if it differs, or a comment.

mol	GSIS activator	Statin myotox sup	F508del corr	miR-122 sensor	PglD inh	PGC1a acetyl inh	Cneo AK release	FN deposit inh
CN(C)c1ccc(C(O)c2cc3ccccc3s2)cc1 (stereo not drawn)	.	8	1.0	.	3	-2	-2	-1
COCCNC(=O)C[C@H]1C[C@@H]2c3cc(NC(=O)c4cccnc4)ccc3O[C@@H]2[C@@H](CO)O1	20	1	0.8	3[16.7 µM]	-1	9	2	-4
CCCCn1c(N)c(N(CCOC)C(=O)CSc2n[nH]c(-c3ccc(OC)cc3)n2)c(=O)[nH]c1=O	24	-2	0.5	-3	-2	3	2	6
Cc1ccc(C(=O)NCC(=O)N2CCCCCCC2)cc1C	7	4	1.6	.	0	.	0	1
CCN(CC(=O)NC(=O)NCc1ccccc1)Cc1ccccc1	6	5	1.9	0	2	-4	-2	.
COc1ccc(C(=S)N2CCCC2)cc1C	14	-8	.	-3	2	-3	6	-1
Nc1ncnc2c1CN(Cc1ccccc1)CC2	-2	-1	-2.5	-4	3	-4	0	6
CC1CCCN(CCCNC(=O)c2cc3c(Cl)nc4ccccc4c3s2)C1 (stereo not drawn)	20	-2	4.1	0	10	-14	-1	5
O=C(CCN1C(=O)C2C3C=CC(C3)C2C1=O)NCc1cccnc1 (stereo not drawn)	.	-5	.	4	4	7	1	.
Cc1cccc(/C=C(\C(=O)C(=O)O)c2ccc3ccccc3n2)c1	3	-3	2.0	-10	5	4	1	-5
COc1ccccc1NC(=O)c1nn(-c2ccccc2)ccc1=O	.	.	.	0	-2	3	1	.
Cc1cc([N+](=O)[O-])ccc1NC(=O)C[n+]1ccc(N(C)C)cc1	0	16	0.1	-5	.	-13	.	0
CCOC(=O)c1ccccc1NC(=O)C1CC(=O)N(C2CCCCC2)C1 (stereo not drawn)	7	8	1.5	.	6	.	-4	7
Cc1ccc2c(c1)C1CN(C)CCC1N2C(=S)NC(=O)c1ccc(Br)cc1 (stereo not drawn)	.	-11	-2.8	0	-3	.	23	.
Cc1ccc(NC(=O)COC(=O)c2cccnc2Cl)cc1S(=O)(=O)N1CCOCC1	11	5	-1.8	10	4	3	-1	1
C[C@@H]1CN([C@@H](C)CO)C(=O)c2cccc(NC(=O)Nc3ccc(F)cc3)c2O[C@H]1CN(C)C(=O)Nc1ccc2c(c1)OCO2	-5	.	0.9	2[16.7 µM]	-3	6	-2	.
COc1ccc(OC)c(CN2CCN(S(=O)(=O)c3ccccc3)CC2)c1	12	-12	-1.3	3	-3	-6	-4	-5
O=C(C[C@@H]1CC[C@H]2[C@@H](COC[C@H](O)CN2Cc2cccc(Cl)c2)O1)NCc1cccc(F)c1	-26	37	-1.9	-1[16.7 µM]	-1	0	-3	-4
Cc1cccc(N2CCN(C(=S)NC3CCCCC3)CC2)c1C	3	-5	1.8	8	.	12	.	7
COc1cc(Cl)c(C)cc1NC(=O)CC1CCCC1	-19	9	0.0	-2	1	10	-1	-10
Cc1[nH]c(=O)c(C#N)c2c1COC(C)(C)C2	.	-2	.	-4	0	11	3	.
O=C(CP(=O)(c1ccccc1)c1ccccc1)Nn1cnnc1	.	7	.	-9	0	-9	0	.
CN(C)S(=O)(=O)c1ccc(Cl)c(C(=O)NC2CCCCCCC2)c1	14	-29	-0.5	2	.	.	-1	-20
Cc1noc(C)c1S(=O)(=O)Nc1ccc2c(c1)C(=O)N([C@H](C)CO)C[C@H](C)[C@H](CN(C)S(=O)(=O)c1ccccc1)OCCCC[C@@H](C)O2	-4	.	0.6	3[16.7 µM]	2	21	-1	-8
C[C@H](CO)N1C[C@H](C)[C@H](CN(C)S(=O)(=O)c2ccc(C#N)cc2)Oc2ncc(C#Cc3ccc(C(F)(F)F)cc3)cc2C1=O	-23	.	4.7	.	.	11	.	0
CCCS(=O)(=O)N1CCN(C(=O)c2ccc(-c3ccccc3)cc2)CC1	.	27	.	0	0	-11	0	-4
C/C=C/c1ccc([C@H]2[C@@H](CO)N(S(C)(=O)=O)[C@@H]2CN(C)C(=O)CC)cc1	7	15	-2.0	6[16.7 µM]	0	-7	-2	-7
CCCc1ccc(OCC(O)CN2CCc3ccccc3C2)cc1 (stereo not drawn)	15	5	-1.5	-8	0	-4	7	-7
C[C@@H]1NC(=O)/C(=C\c2ccccc2Cl)NC1=O	5	.	1.3	1	-1	11	-2	1
COc1ccccc1/C=C/C=N/n1c(C2CCCCC2)n[nH]c1=S	5	.	.	1	-4	.	0	-1
O=C(CN1C(=O)C2CC=C(Cl)CC2C1=O)NCc1ccccc1 (stereo not drawn)	.	17	.	5	3	4	2	.
Clc1ccc(OCCN2CCCCC2)c(Cl)c1	31	12	.	2	7	-3	3	.
COc1cc(OC)cc(C(=O)OCC(=O)c2ccc(S(=O)(=O)N3CCCCC3)cc2)c1	.	4	1.2	-2	-5	0	1	0
COc1ccc(C(=O)Nc2ccccc2C(=O)NC(Cc2ccc(O)cc2)C(=O)NNC(=O)c2ccc(C)cc2)cc1 (stereo not drawn)	-3	6	-1.7	-2	-1	-1	0	9
COc1ccccc1S(=O)(=O)N[C@H]1C=C[C@H](CC(=O)N2CCCCC2)O[C@H]1CO	4	7	-1.6	.	-2	-4	-6	.
CC1CCCCC12NC(=O)N(CC(=O)Nc1nccs1)C2=O (stereo not drawn)	6	-10	-3.0	-3	-3	2	-1	-12
COc1ccc(CCNC(=O)CCn2c(=O)oc3ccccc32)cc1	4	2	-4.6	-2	-4	10	-1	-3
O=S(=O)(NCCSc1ccccc1)c1cccs1	.	-1	.	39	-3	3	1	3
CN(NC1OC(=O)c2ccccc21)c1c([N+](=O)[O-])cc(C(F)(F)F)cc1[N+](=O)[O-] (stereo not drawn)	-7	-5	1.2	-3	-11	10	0	6
Cc1ccc(-n2nnnc2CNC(=O)c2ccc(Br)o2)cc1C	-15	-5	-3.1	7	-1	2	6	23
Cc1ccc(S(=O)(=O)N2CCN(C(=O)c3cc4c(s3)CCCC4)CC2)cc1	19	30	-1.9	-8	1	-7	-1	-5
COCCN(C(=O)COC(=O)C1=COCCO1)c1c(N)n(Cc2ccccc2)c(=O)[nH]c1=O	-2	3	4.1	.	4	-3	1	2
O=C(NCCCN1CCOCC1)C(=O)NCc1ccc(Cl)cc1	-6	.	0.1	-2	.	7	.	0
O=C(C[C@@H]1C[C@H]2c3cc(NC(=O)C4CCC4)ccc3O[C@H]2[C@@H](CO)O1)NCc1ccncc1	11	-4	0.0	-5[16.7 µM]	1	11	-1	-5
C[C@H]1CCCCO[C@H](CN(C)C(=O)C2CCCCC2)[C@@H](C)CN([C@@H](C)CO)C(=O)c2cc(NC(=O)Nc3ccccc3)ccc2O1	-11	.	-3.4	-5[16.7 µM]	-2	3	3	9
O=C(C[C@@H]1C[C@@H]2c3cc(NC(=O)CC4CC4)ccc3O[C@@H]2[C@@H](CO)O1)NCc1cccc(F)c1	1	-5	-3.3	6[16.7 µM]	1	-4	7	-31
CCNC(=S)N/N=C/c1ccc(OCCOc2ccccc2C)cc1	137*	22	.	3	2	24	-4	6
COc1ccc(NC(=O)N(C)C[C@H]2Oc3c(NC(=O)Nc4ccc5c(c4)OCO5)cccc3C(=O)N([C@@H](C)CO)C[C@H]2C)cc1	-23	2	0.3	-3[16.7 µM]	-1	0	-1	.
COc1ccc(S(=O)(=O)Cc2ccc(C(=O)N3CC(C)CC(C)C3)o2)cc1 (stereo not drawn)	13	-19	-0.1	3	4	-8	2	5
CC(C)NC(=O)N(C)C[C@@H]1Oc2ccc(NC(=O)Nc3ccc4c(c3)OCO4)cc2C(=O)N([C@@H](C)CO)C[C@H]1C	32	?	-1.9	1[16.7 µM]	0	10	1	.
Cc1cc(C)c(S(=O)(=O)c2cccc(Cl)c2)c(Cl)n1	0	.	0.8	.	.	0	.	-6
O=C(c1cccs1)N1CCN(Cc2nc(-c3ccccc3)no2)CC1	.	-6	1.2	-1	1	8	2	3
Cc1cccc(C(=O)NCCCNC(=O)c2ccc(C)nc2)c1	1	-5	-1.0	-4	2	4	4	-8
COc1ccc(NC(=O)c2ccc(NC(=O)CN3CCN(c4ccccc4)CC3)cc2)cc1	17	6	-1.2	-6	6	2	0	-4
CCOC(=O)C(C(=O)NCCCN1CCOCC1)C1CCCCC1 (stereo not drawn)	.	-5	.	-2	-1	-7	3	.
Nn1c(Cc2cccc3ccccc23)nnc1SCc1ccccc1	-35	.	1.0	0	-2	2	4	1
Cc1ccc(C2=N/C(=C/c3cccs3)C(=O)N2Nc2ccccc2)cc1	-22	29	.	.	-4	-2	-1	.
O=C(NCC(c1cccnc1)N1CCN(c2ccccc2F)CC1)c1cccc(Cl)c1 (stereo not drawn)	.	13	.	-14	-5	8	2	.
C[C@@H]1CN([C@@H](C)CO)C(=O)c2cc(N(C)C)ccc2O[C@@H]1CN(C)C(=O)Nc1ccc(C(F)(F)F)cc1	-17	-4	2.0	3[16.7 µM]	-6	-3	117*	-1
CC(=O)c1cccc(NC2c3ncccc3C(=O)N2Cc2ccco2)c1 (stereo not drawn)	50*	-8	-0.1	-2	-2	-1	0	.

Compound profiles, from the list above. Screens in order: GSIS activator | Statin myotox sup | F508del corr | miR-122 sensor | PglD inh | PGC1a acetyl inh | Cneo AK release | FN deposit inh
CN(NC1OC(=O)c2ccccc21)c1c([N+](=O)[O-])cc(C(F)(F)F)cc1[N+](=O)[O-] (stereo not drawn) reads -7 | -5 | 1.2 | -3 | -11 | 10 | 0 | 6
O=C(C[C@@H]1C[C@@H]2c3cc(NC(=O)CC4CC4)ccc3O[C@@H]2[C@@H](CO)O1)NCc1cccc(F)c1 reads 1 | -5 | -3.3 | 6[16.7 µM] | 1 | -4 | 7 | -31

Additional results
mol	GSIS activator	Statin myotox sup	F508del corr	miR-122 sensor	PglD inh	PGC1a acetyl inh	Cneo AK release	FN deposit inh
O=C1[C@H]2[C@@H](c3ccccc3)N[C@]3(CCCN(Cc4ccco4)C3=O)[C@H]2C(=O)N1Cc1ccccc1	1	-6	3.7	-8	3	0	2	-4
O=C(CSc1nc2ccccc2n1-c1ccccc1)Nc1ncc(Cl)cc1Cl	-10	.	8.7*	0	-2	.	0	12
CCC(=O)N(C)C[C@@H]1Oc2cc(C#C[C@@H](C)O)ccc2S(=O)(=O)N([C@H](C)CO)C[C@H]1C	11	29	-1.6	2[16.7 µM]	2	2	-2	3
C[C@@H]1CN([C@@H](C)CO)C(=O)c2cc(N(C)C)ccc2O[C@H]1CN(C)S(=O)(=O)c1ccc(Cl)cc1	-5	-43	1.8	7[16.7 µM]	2	6	-3	.

Among those listed so far, two have bromine:
mol	GSIS activator	Statin myotox sup	F508del corr	miR-122 sensor	PglD inh	PGC1a acetyl inh	Cneo AK release	FN deposit inh
Cc1ccc2c(c1)C1CN(C)CCC1N2C(=S)NC(=O)c1ccc(Br)cc1 (stereo not drawn)	.	-11	-2.8	0	-3	.	23	.
Cc1ccc(-n2nnnc2CNC(=O)c2ccc(Br)o2)cc1C	-15	-5	-3.1	7	-1	2	6	23
